High-throughput results (PubChem BioAssay)
GLP1R ag = qHTS of GLP-1 Receptor Agonists | Glucagon-like peptide 1 receptor (Homo sapiens), P43220 | HEK293 GLP-1R CRE-luciferase, luminescence, 4-6 h; cells express a hypersensitive GLP-1R form | Potency, µM (top dose mostly 45.6 µM), for inactives: top-dose activation, usual class: activators | 380,000 tested, 0.007% active; further: potency means the concentration at half of the fitted maximal effect; % of control where 0% means no effect
HEK293 tox = qHTS of GLP-1 Receptor Inverse Agonists: Cytotox Screen. Potency, µM (top dose mostly 38.3 µM), inactives show at the top dose activity change, negative = inhibition, hits mostly inhibitors. 410,000 tested, 0.13% active. HEK293 cAMP-luciferase reporter cells, luminescence, 24 h. AID 624418, 2012;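 further: loss of luciferase light is scored as toxicity; potency means the concentration at half of the fitted maximal effect; on the % scale 0 is the no-effect control and ±100 the full control effect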
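To flag toxic compounds, the library was rerun on cells for 24 hr at 37 deg C and 5% CO2. Viability-linked luminescence was captured 12 min after adding luciferase detection reagent.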
EPAC1 ag = qHTS for Agonist of cAMP-regulated guanine nucleotide exchange factor 3 (EPAC1): primary screen | Potency, µM (highest dose often 154 µM), for the others: top-dose activation, most hits filed as activators | Rap guanine nucleotide exchange factor 3 (Homo sapiens), O95398 | EPAC1 agonist qHTS, biochemical assay; response scale: 100% = response to 6.5 mM cAMP | 360,000 tested, 0.073% active | AID 720707, 2013; further: potency means the concentration at half of the fitted maximal effect; nearly all actives have a fitted effect of over 60% in size
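EPAC1 100 nM, Rap1B–BODIPY-GDP 250 nM, unlabeled GDP 50 uM; compound titration; 5 min RT; kinetic read ex480/em540 at 5-min intervals ×30 min; data normalized to 6.5 mM cAMP agonist control.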
GLP-1R inv ag = qHTS of GLP-1 Receptor Inverse Agonists (Inhibition Mode); Glucagon-like peptide 1 receptor (Homo sapiens), P43220; HEK293 GLP-1R CRE-luciferase, luminescence, 24 h; GLP-1R form is constitutively active; Potency, µM (top dose mostly 38.3 µM), for the others: at the highest dose activity change, negative = inhibition, most hits filed as inhibitors; 410,000 tested, 1.6% active; AID 624417, 2012; further: potency means the concentration at half of the fitted maximal effect; on the % scale 0 is the no-effect control and ±100 the full control effect; nearly all actives have a fitted effect of over 55% in size
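Cells are plated, allowed 12 hours at 37 deg C, then treated with compounds for 24 hr before luciferase detection reagent is added and luminescence is read after 12 min at room temperature. The HEK293 line carries constitutively active GLP-1R with a cAMP-responsive reporter.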
EPAC1 antag = qHTS for Antagonist of cAMP-regulated guanine nucleotide exchange factor 3 (EPAC1): primary screen; EPAC1 GEF assay, Rap1b-BODIPY-GDP exchange fluorescence; Potency, µM (doses to about 115 µM), inactives show at the top dose activity change, negative = inhibition, most hits filed as inhibitors; 360,000 tested, 0.14% active;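 further: potency means the concentration at half of the fitted maximal effect; plate controls were vehicle for no effect and positive control for full effect; nearly all actives have a fitted effect of over 50% in size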
PI5P4Ka inh = qHTS for Inhibitors of phosphatidylinositol 5-phosphate 4-kinase (PI5P4K); AID 652105, 2013; PI5P4Kalpha enzyme, ADP-Glo luminescence, 60 min; stronger effect = lower value; 330,000 tested, 1.2% active; max response, %; active means max response of -50% or lower; inconclusive means between -30% and -50%; inactive means -30% or higher; further: value at the top dose of about 77 µM; on the % scale 0 is the no-effect control and ±100 the full control effect
Target sequence (P48426 whole entry, looked up): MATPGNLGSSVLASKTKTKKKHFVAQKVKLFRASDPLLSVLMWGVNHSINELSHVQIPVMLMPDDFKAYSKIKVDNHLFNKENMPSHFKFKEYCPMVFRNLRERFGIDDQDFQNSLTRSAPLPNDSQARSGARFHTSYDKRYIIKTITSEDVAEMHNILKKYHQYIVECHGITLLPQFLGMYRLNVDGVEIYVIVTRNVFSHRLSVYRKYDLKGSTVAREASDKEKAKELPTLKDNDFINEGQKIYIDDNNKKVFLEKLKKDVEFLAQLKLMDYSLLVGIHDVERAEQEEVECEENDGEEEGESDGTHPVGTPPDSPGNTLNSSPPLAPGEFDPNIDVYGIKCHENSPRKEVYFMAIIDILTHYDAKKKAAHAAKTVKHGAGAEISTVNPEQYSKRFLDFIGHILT
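ADP-Glo luminescence end-point after a 60 min room-temperature kinase reaction. PI5P4Kalpha and substrate in HEPES pH 7.4 buffer with EGTA, 0.1% CHAPS and 5% DMSO; ATP at 5 microM final.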
PLK1 PBD block = qHTS for Inhibitors of PLK1-PDB (polo-like kinase 1 - polo-box domain): Primary Screen. Serine/threonine-protein kinase PLK1 (Homo sapiens), P53350. Plk1 PBD binding of FITC phosphopeptide, fluorescence polarization. Potency, µM, without a hit: max response, negative = inhibition, actives largely listed as inhibitors. 360,000 tested, 2.8% active. AID 720504, 2013; further: potency means the concentration at half of the fitted maximal effect; series mostly up to about 57 µM; on the % scale 0 is the no-effect control and ±100 the full control effect; nearly all actives have a fitted effect of over 65% in size
IL-2 act = qHTS of IL-2 Activators. activation, % (series mostly up to about 46 µM). AID 652025, 2013. 360,000 tested, 0.065% active. IL-2 activation reporter assay, cell-based qHTS; stimulated with anti-CD3/CD4/CD28 beads; in transgenic mouse T cells; in the data active means activation above about 50%; inconclusive means mostly about 30% to 49%; further: 0% is about no effect
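Readout is EGFP and DsRed signal by fluorescent plate cytometry after 18 h at 37 degrees C. Transgenic mouse T cells (750/well) received compound for 60 min before bead stimulation (anti-CD3, anti-CD4, anti-CD28); memory T cells served as non-tolerant control.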
PTHR1 agonist = qHTS for PTHR1 Agonists: Primary Screen. Parathyroid hormone/parathyroid hormone-related peptide receptor (Homo sapiens), Q03431. AID 743266, 2014. 410,000 tested, 0.075% active. HEK293 GP2 PTHR1 cells, GloSensor cAMP luminescence, 1 h. Potency, µM (highest dose often 115 µM), for inactives: at the top dose activation, actives largely listed as activators; further: potency means the concentration at half of the fitted maximal effect; nearly all actives have a fitted effect of over 55% in size; some results filed as inactive show a strong effect at the top dose; inactives centre near -15; many of its hits are not listed in these tables
Target sequence (Q03431 whole entry, looked up): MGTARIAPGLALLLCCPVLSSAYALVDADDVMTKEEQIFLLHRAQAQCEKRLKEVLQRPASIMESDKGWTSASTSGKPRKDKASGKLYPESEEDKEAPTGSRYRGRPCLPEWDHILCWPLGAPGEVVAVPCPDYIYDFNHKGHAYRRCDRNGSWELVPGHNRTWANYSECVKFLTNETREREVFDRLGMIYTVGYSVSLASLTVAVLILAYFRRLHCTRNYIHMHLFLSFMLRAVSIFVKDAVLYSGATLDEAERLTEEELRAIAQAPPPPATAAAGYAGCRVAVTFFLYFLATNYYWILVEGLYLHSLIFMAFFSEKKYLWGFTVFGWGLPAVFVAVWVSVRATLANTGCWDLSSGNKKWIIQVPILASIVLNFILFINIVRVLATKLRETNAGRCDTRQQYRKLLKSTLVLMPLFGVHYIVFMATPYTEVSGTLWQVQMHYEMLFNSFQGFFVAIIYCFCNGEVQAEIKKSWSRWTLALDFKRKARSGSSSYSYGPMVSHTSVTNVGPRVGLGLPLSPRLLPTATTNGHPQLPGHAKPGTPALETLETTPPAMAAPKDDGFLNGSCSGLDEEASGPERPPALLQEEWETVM
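HEK-293-derived GP2 cells expressing PTHR1 and a GloSensor cAMP reporter, 3,000/well, plated overnight, given luciferin plus IBMX (each 0.5 mM as added) for 1 h at 37 °C, then compound for 1 h at 37 °C. Luminescence was read after 15 min at room temperature.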
* = called active by the depositor; i = inactive; ? = inconclusive; / = not tested or not shown; [ ] = another dose, or the depositor's remark. Unless noted, the call rests on the fitted dose curve; in most records, active means well fitted curve in the direction sought with a large enough effect; inconclusive means small, poorly fitted or top-dose-only effect, or another doubt; inactive means no such curve, though single readings can be large; an effect the other way counts as inactive or inconclusive. A portion of the library; the hit share may differ from the screen's.

SMILES	GLP1R ag	HEK293 tox	EPAC1 ag	GLP-1R inv ag	EPAC1 antag	PI5P4Ka inh	PLK1 PBD block	IL-2 act	PTHR1 agonist
Cc1nn(C)cc1CNC(=O)c1ccc(F)cc1	4%	-8%	0%	13%	18%	11	-2%	-0.5	i
N#C/C(=C\c1ccc2c(c1)OCCO2)C(=O)NC1CCCCC1	3%	3%	5%	9%	-28%	6	-14%	-2.8	-31%[inhibitor]
Cc1ccc(S(=O)(=O)N2CCN(c3ccccc3)CC2)cc1	-4%	6%	-1%	0%	-19%	-1	5%	-0.9	i
CC(C)(C)NC(=O)Cc1ccc(Cl)c(Cl)c1	13%	-7%	-8%	?	-4%	5	-12%	-2.7	i
CCSc1ccccc1C(=O)N1CCN(c2ccccc2F)CC1	-8%	-4%	0%	0%	0%	/	-6%	-1.0	i
O=C(NC12CC3CC(CC(C3)C1)C2)N1CCC(O)CC1	9%	-3%	0%	0%	-9%	12	-4%	-3.8	i
N#Cc1ccc(S(=O)(=O)N2CCC(N3CCCCC3)CC2)cc1	3%	?	-1%	5%	-26%	-12	-4%	5.4	0%
O=C(Nc1cccc(Cl)c1)NC1CCN(C2CCCCC2)C1 (stereo not given)	10%	-17%	-12%	?	-9%	-1	-13%	-1.3	-18%
COc1ccc(Cl)cc1NC(=O)c1cc(-c2ccc(C)cc2O)n[nH]1	2%	8%	4%	37%	-13%	0	3%	3.3	i
Cc1cc(Br)ccc1NC(=O)CN(C)C(=O)COc1cccc2c1OC(C)(C)C2	-7%	-2%	3%	?	-18%	-4	-6%	-0.2	-17%
COc1ccc(Cc2nnc(SCc3ccc([N+](=O)[O-])cc3)o2)cc1	-4%	3%[7.66 µM]	-4%	-15%[7.66 µM]	-11%	-5	-26%	-0.1	-7%
Cc1ccc(N=C2C(=O)Nc3ccc(Br)cc32)cc1	8%	-17%	-5%	1%	-18%	0	-6%	2.1	i
O=C(Oc1ccc(/C=N/n2cnnc2)cc1)c1cccc([N+](=O)[O-])c1	-2%	-2%[7.66 µM]	13%	12%[7.66 µM]	-8%	1	-7%	-0.3	i
CCOC(=O)/C(=N\Nc1ccccc1[N+](=O)[O-])c1csc(Nc2ccccc2)n1	13%	?	13%	?	-9%	28	-3%	-2.2	-76%[inhibitor]
CC1=C(C(=O)OCCC(C)C)C(c2ccc3c(c2)OCO3)NC(=O)N1 (stereo not given)	13%	2%	-9%	-2%	1%	2	-4%	2.7	i
CC(=O)c1ccc2c(c1)C1C=CCC1C(c1ccncc1)N2 (stereo not given)	5%	14%	-2%	0%	-13%	-5	-16%	-2.4	i
CCn1c(-c2ccccc2SC)n[nH]c1=S	0%	8%	-13%	6%	-22%	4	-16%	0.9	-24%
COC(=O)c1ccc(COc2cc(O)c3c(c2)OC(C)(C)CC3=O)cc1	0%	58%[activator]	25%	?	3%	3	-7%	-0.6	-19%[57.5 µM]
C=C(C(=O)O)C(CCCCCC)C(=O)O (stereo not given)	2%	2%	-3%	-3%	6%	1	3%	0.0	-8%
Cc1nnc(SCc2ccc(F)cc2Cl)s1	5%	-7%	-3%	8%	12%	16	3%	-0.6	-2%

Results in GLP1R ag, for 3 of the compounds above:
SMILES | GLP1R ag
CCn1c(-c2ccccc2SC)n[nH]c1=S | 0%
COC(=O)c1ccc(COc2cc(O)c3c(c2)OC(C)(C)CC3=O)cc1 | 0%
C=C(C(=O)O)C(CCCCCC)C(=O)O (stereo not given) | 2%

Returning to the listing; the two compounds before the break are reprinted first.
SMILES	GLP1R ag	HEK293 tox	EPAC1 ag	GLP-1R inv ag	EPAC1 antag	PI5P4Ka inh	PLK1 PBD block	IL-2 act	PTHR1 agonist
C=C(C(=O)O)C(CCCCCC)C(=O)O (stereo not given)	2%	2%	-3%	-3%	6%	1	3%	0.0	-8%
Cc1nnc(SCc2ccc(F)cc2Cl)s1	5%	-7%	-3%	8%	12%	16	3%	-0.6	-2%
COc1ccc(N2CC(C(=O)Nc3cc(C)ccn3)CC2=O)cc1 (stereo not given)	5%	-8%	16%	-29%	9%	9	?	1.5	-20%
CC[C@@]1(C(=O)OC)N[C@H](CN(C)C(=O)Nc2ccc(F)cc2)[C@@H]2C(=O)N(C)C(=O)[C@@H]21	9%	-7%	-22%	10%	0%	-5	-14%	-0.1	-13%
CCOC(=O)c1ccc(NC(=S)N2CCSC2c2ccc(Cl)cc2)cc1 (stereo not given)	10%	?	4%	?	-2%	3	-5%	0.0	-28%
CN(C)Cc1c(O)ccc2cc(-c3nc4ccccc4n3C)c(=O)oc12	11%	i	6%	2%	3%	1	-13%	-1.2	i
COCCCn1c(SCC(=O)N2CCOCC2)nc2ccccc2c1=O	10%	-9%	-1%	37%[activator]	15%	-1	5%	1.9	i
O=C(CN(C(=O)CCC(=O)Nc1nccs1)c1ccccc1F)NCc1ccc(F)cc1	9%	8%	1%	5%	6%	-12	-2%	-0.2	-35%[inhibitor]
COc1ccc(/C=N/NC(=O)c2nn(-c3ccc(Cl)cc3)c(=O)c3c(N)scc23)cc1	-16%	-28%	8%	0%	-6%	/	-18%	0.3	i
Cc1ccc(NC(=O)Cc2ccccc2)cc1S(=O)(=O)N1CCOCC1	1%	-18%	5%	2%	9%	-3	1%	-2.3	i
NC(=Nc1nc(-c2ccccn2)cc2ccccc12)c1ccccn1	0%	-71%	9%	-1%	13%	16	-8%	-0.6	i
Cc1c(NC(=O)CN2C(=O)NC(C)(c3ccccc3Cl)C2=O)c(=O)n(-c2ccccc2)n1C (stereo not given)	3%	3%	-5%	11%	-4%	1	1%	2.1	i
COc1cccc(NC(=O)CSc2nnc3ccc(-c4ccncc4)nn23)c1	7%	-1%	1%	6%	18%	1	-8%	-4.3	-15%
COc1ccc(NC(=O)C(C)SCc2ccccc2)cc1 (stereo not given)	18%	-7%	11%	-23%	?	0	?	-1.0	-17%
Cc1ccc(Cn2nnc3c(=O)[nH]c(C4CCN(C(=O)Cc5cccs5)CC4)nc32)cc1	9%	-9%	3%	0%	13%	/	-5%	-3.4	-24%
COc1cc(C)ccc1S(=O)(=O)NC(=O)Cn1nnc(COc2ccc3c(c2)CCCC3)c1C	-7%	-1%	-14%	-18%	-2%	1	1%	0.3	-16%
CCN(CC)c1ncnc2c1ncn2[C@H]1CN(Cc2ccncc2)C[C@@H](CO)O1	6%	1%	12%	17%	1%	7	-8%	-0.6	i
CCNc1oc(COc2cccc(C)c2)nc1C#N	8%	5%	-3%	-7%	-13%	0	3%	-0.3	-24%
CN(C)c1ccc(NC(=O)CN2CCC(N3CCCCC3)CC2)cc1	-1%	-18%	5%	-25%	-3%	-1	-8%	1.6	i
COc1ccc(C2=Nc3cccc4cccc(c34)N2)cc1	-7%	0%	-1%	-4%	22%	/	-25%	-0.2	-23%
CN1C[C@@H]2[C@@H]3C(=O)N(C)C(=O)[C@@H]3[C@](C)(C1=O)N2C(=O)c1ccc(Cl)c(Cl)c1	-2%	0%	1%	15%	-5%	3	-2%	0.0	15%
CC(C)(C)NC(=O)CN(C(=O)c1csnn1)c1cccc2c1CCCC2	7%	5%	4%	6%	6%	-1	-5%	-2.4	i
O=S1(=O)CC(N2CCCC2)CN1Cc1cn(Cc2cccc(C(F)(F)F)c2)nn1 (stereo not given)	-1%	-12%	4%	13%	11%	5	2%	-0.2	i
Cc1ccc(S(=O)(=O)NCC(=O)N2CCOCCOCCOCC2)cc1	1%	1%	-7%	4%	1%	5	2%	-0.9	i
Cc1c(-c2ccc(F)cc2)nc(N)c(C#N)c1-c1cccnc1	18%	6%	-4%	10%	13%	0	0%	3.8	i
CC(C)CCNC(=O)/C=C/c1ccc(Br)cc1	-3%	-19%	-8%	-17%	2%	-1	-4%	0.6	i
Cc1cccc(CCNC(=O)C2CCC(=O)N(Cc3ccc(Cl)cc3)C2)n1 (stereo not given)	-1%	-14%	7%	10%	1%	6	2%	2.2	-6%
Cc1ccc(OCC(=O)N/N=C\c2ccncc2)c(C)c1	15%	15%	-1%	4%	-8%	1	-1%	-0.1	i
COc1ccc(-c2[nH]ncc2CN2CCC(C(=O)N3CCOCC3)CC2)c(F)c1	6%	6%[0.307 µM]	6%	-6%[0.307 µM]	-8%	1	-7%	1.2	i
COc1ccc(CN2CCN(CCc3ccccc3)C(CCO)C2)c(O)c1 (stereo not given)	11%	0%	-10%	11µM*	8%	2	-4%	-3.2	-9%
CCn1nc(C)c(CNCc2cn[nH]c2-c2cc3ccccc3o2)c1C	18%	6%	10%	13%	-4%	1	-4%	1.4	i
Cc1ccc(CNc2nc(N)c([N+](=O)[O-])c(NCc3ccccc3)n2)cc1	7%	6%	-2%	46%[activator]	4%	-2	-4%	-3.8	i
CCOCCc1nnc(NC(=O)c2ccc(OC)c(OC)c2)s1	7%	-11%	1%	-15%	14%	1	-4%	-2.0	-2%[57.5 µM]
CC1CC(=O)Nc2ccccc2N1S(=O)(=O)c1cccs1 (stereo not given)	-1%	-4%	-1%	-4%	0%	1	5%	-1.9	7%
C#CC(C)(CC)NC(=O)Cn1nnc(-c2ccc(S(C)(=O)=O)cc2)n1 (stereo not given)	-6%	9%	0%	-5%	-4%	0	0%	-0.7	i
Cc1c(OCC(=O)NCCCN2CCOCC2)ccc2c1oc(=O)c1ccccc12	4%	-3%	12%	43%[activator]	19%	0	-5%	-2.6	-8%
